# High-throughput results: PubChem, several laboratories
# TRPML3 ag: human TRPML3 channel agonists, primary screen, cell-based, HEK293 TRPML3-YFP, Fluo-8 calcium fluorescence, 3 µM; 100% = the carbachol control signal; activation, % at 3 µM; AID 1448, 2008; Mucolipin-3 (Homo sapiens), Q8TDD5; actives 0.29% (n = 220,000);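 active = activation above its plate's cutoff, the mean activation of the plate's test wells plus 3 SD, cut at about 12% in these data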;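 note: 0% = DMSO only wells and 100% = carbachol wells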
# Target sequence (Q8TDD5 whole entry, looked up): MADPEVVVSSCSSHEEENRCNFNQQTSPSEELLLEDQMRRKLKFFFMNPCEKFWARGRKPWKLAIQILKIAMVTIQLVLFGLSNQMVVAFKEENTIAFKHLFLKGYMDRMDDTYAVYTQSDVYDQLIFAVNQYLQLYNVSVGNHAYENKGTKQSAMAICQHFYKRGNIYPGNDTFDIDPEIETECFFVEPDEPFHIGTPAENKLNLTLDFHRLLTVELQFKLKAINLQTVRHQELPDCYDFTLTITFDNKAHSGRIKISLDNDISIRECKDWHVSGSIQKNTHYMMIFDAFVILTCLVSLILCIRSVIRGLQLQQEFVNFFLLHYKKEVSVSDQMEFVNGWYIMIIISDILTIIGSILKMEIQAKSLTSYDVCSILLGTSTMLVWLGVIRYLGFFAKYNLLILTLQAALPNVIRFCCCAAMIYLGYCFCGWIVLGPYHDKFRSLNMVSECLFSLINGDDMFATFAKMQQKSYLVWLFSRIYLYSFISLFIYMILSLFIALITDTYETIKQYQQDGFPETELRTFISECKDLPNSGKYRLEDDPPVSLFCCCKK
#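 Test system: TRPML3-YFP stable HEK293 cells. Doses: single point at 3 µM. Incubation: dye loading 1 h 37 °C then 30 min ambient, 125 s read. Signal: Fluo-8 calcium dye fluorescence, ex 470-495, em 515-575 nm. Measure: percent activation from peak-to-basal fluorescence ratio, scaled between DMSO and carbachol.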
# EP2 mod: EP2 receptor modulators, cAMP readout, primary screen, cell-based, HTRF cAMP, PGE2 stimulation | EP2-expressing cells, cAMP HTRF FRET, PGE2 co-stimulation | induction, % at 25 µM | actives 0.83% (n = 260,000);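 active = compounds whose cAMP rise, as percent of the full-agonist control response, exceeds 60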;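 note: rat C6 glioma line stably carrying human EP2 under a CMV promoter; the protocol text gives 20 µM as final concentration; 100% = response of wells given 1 µM PGE2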
# Target sequence (P43116 whole entry, looked up): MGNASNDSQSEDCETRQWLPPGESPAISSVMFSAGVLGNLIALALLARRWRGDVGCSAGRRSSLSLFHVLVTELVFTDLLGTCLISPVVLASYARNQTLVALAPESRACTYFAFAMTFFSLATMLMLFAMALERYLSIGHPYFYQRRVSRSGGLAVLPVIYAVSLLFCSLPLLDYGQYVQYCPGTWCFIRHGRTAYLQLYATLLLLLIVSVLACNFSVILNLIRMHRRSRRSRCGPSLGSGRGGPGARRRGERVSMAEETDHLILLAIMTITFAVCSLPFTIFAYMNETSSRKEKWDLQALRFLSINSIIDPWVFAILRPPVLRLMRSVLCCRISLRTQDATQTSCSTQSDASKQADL
# Calpain2 inh: inhibitors of pig calpain II, primary screen, biochemical, fluorogenic peptide substrate, 1536-well | purified calpain II, 30 min | inhibition, % at 16 µM | actives 0.37% (n = 220,000) | AID 1236, 2008;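 active = inhibition above about 50%, limit read from the data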
# S1P4 ag: S1P4 receptor agonists, primary screen, cell-based. S1P4-expressing cell line, agonist reporter assay. activation, % at 4.98 µM. actives 0.35% (n = 220,000); in the data active = activation above about 11%;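 note: 0% = DMSO vehicle and 100% = reference agonist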
# PERK inhibitor: block of dimerizer-induced PERK translation repression, primary screen, PERK inhibitor project, CHO PERK-DD cells, SEAP luminescence, HTS; inhibition, % at 5.6 µM; actives 0.17% (n = 220,000); AID 1416, 2008; Eukaryotic translation initiation factor 2-alpha kinase 3 (Homo sapiens), Q9NZJ5; CHO PERK-DD fusion, SEAP luminescence translation reporter;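 active = inhibition above the mean inhibition of all tested compounds plus 3 SD, set separately per screening campaign, cut at about 2.9% in these data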;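 note: PERK kinase domain activated by AP20187 dimerizer at 100 nM; 0% = DMSO with dimerizer and 100% = rapamycin at 8.4 µM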
# BaF3 tox: parental Ba/F3 cell viability inhibition, counter-screen for JAK2V617F inhibitor project, murine pro-B, CellTiter-Glo luminescence; CellTiter-Glo ATP luminescence; inhibition, % at 5.6 µM; actives 1.1% (n = 220,000); AID 1486, 2009;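 active = inhibition above a per-campaign cutoff, the mean inhibition of all tested compounds plus 3 SD, cut at about 27% in these data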;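 note: 0% = DMSO wells and 100% = JAK Inhibitor I control wells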
# S1P4 antagonist: S1P4 receptor antagonists, primary screen, cell-based. Sphingosine 1-phosphate receptor 4 (Homo sapiens), O95977. S1P4-expressing cells, antagonist mode, reporter read-out. inhibition, % at 4.98 µM. actives 0.26% (n = 220,000). AID 1510, 2009; in the data active = inhibition above about 29%;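 note: 0% = wells stimulated with agonist and 100% = vehicle wells without agonist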
# Ba/F3 V617F tox: reduced viability of JAK2V617F-dependent Ba/F3 cells, primary screen, JAK2V617F inhibitor project, cell-based, Ba/F3 EpoR-JAK2V617F, luminescence. ATP luminescence. inhibition, % at 5.6 µM. actives 1.1% (n = 220,000). AID 1446, 2008;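 active = inhibition above the campaign mean plus 3 SD over all tested compounds, cut at about 24% in these data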;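 note: cytokine-independent growth of Ba/F3 cells driven by EpoR plus mutant JAK2; 0% = DMSO-treated cells and 100% = JAK inhibitor I control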
# zfTRPN1 agonist: zebrafish TRPN1 channel agonists, primary screen, cell-based, HEK293, calcium fluorescence | actives 0.18% (n = 220,000) | activation, % at 3 µM | AID 1424, 2008 | HEK293 zebrafish TRPN1-YFP, Fluo-8 calcium fluorescence; 100% = response to 87 µM carbachol | transient receptor potential cation channel N1 (TRPN1/NompC), Danio rerio;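 active = activation above its plate's cutoff, the mean activation of test wells on that plate plus 3 SD, cut at about 19% in these data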;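 note: 0% = DMSO alone and 100% = 87 µM carbachol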
#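 Material: zebrafish TRPN1-YFP in HEK293 cells. Doses: one dose of 3 µM, 0.3% DMSO. Incubation: dye 1 h 37 °C plus 30 min RT. Measured by: intracellular calcium fluorescence with Fluo-8.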
# Starred values were filed as active, the others as inactive; / = not tested or not shown; & = joins results of further samples; ! = not confirmed by another sample.
SMILES,TRPML3 ag,EP2 mod,Calpain2 inh,S1P4 ag,PERK inhibitor,BaF3 tox,S1P4 antagonist,Ba/F3 V617F tox,zfTRPN1 agonist
O=C(CSc1nnc(Cc2ccccc2)n1Cc1ccco1)NC1CCCC1,0.1,14,-1,-1.4,-0.4,6,6,4,0.4
Nc1nc(Nc2ccc(Cl)cc2)nc2ccccc12,3.5,-29,-8,-3.1,-0.1,4,13,6,-0.2
OC(CNCc1ccc(F)cc1)(c1ccc(F)cc1)c1ccc(F)cc1,2.6,44,27,0.5,0.7,3,3,-2,0.3
Cn1c(N/N=C/c2cccs2)cc(=O)n(C)c1=O,0.8,10,-41,1.9,-1.1,7,0,1,0.5
O=C(Cn1cnc2c(nnn2Cc2ccc(F)cc2)c1=O)N1CCCCC1,0.8,-3,-23,0.6,-0.7,2,-7,5,0.9
O=C(c1cc(Sc2cccc(Cl)c2)nc2ccccc12)N1CCN(c2ccccn2)CC1,0.0,14,0,1.1,-0.1,3,-21,-1,-1.5
COC(=O)c1ccc(CSc2nc3c(cnn3-c3ccc(C)cc3)c(=O)[nH]2)o1,1.0,53,-5,-0.3,-0.4,2,-15,-3,-0.3
O=C(Nc1ccc(S(=O)(=O)N2CCCCC2)cc1)c1ccc(CN2CCc3ccccc3C2)cc1,4.4,-5,-63,3.2,0.0,34*,-27,30*,9.8
CC(=O)Nc1cccc(/C(C)=N/NC(=O)c2ccc3c(c2)OCO3)c1,0.6,-18,-7,1.4,0.3,8,-13,-2,0.0
CCOc1ccc(S(=O)(=O)N(CC(=O)N/N=C/c2ccc(-c3ccc([N+](=O)[O-])cc3)o2)c2ccccc2)cc1,0.2,7,-143,1.6,-0.2,-1,1,-1,-1.3
COc1ccc(Nc2nc(Cl)nc(NCc3ccco3)n2)c(OC)c1,-0.4,-9,-57,0.3,-0.2,3,-3,2,-0.2
NC(=O)CSc1nc2scc(-c3ccco3)c2c(=O)n1-c1ccccc1,1.2,-52,-84,-1.2,1.0,2,-12,0,0.8
O=C(CSc1nc2ccccc2o1)N1c2ccccc2Sc2ccc(Cl)cc21,0.9,43,-10,0.9,-0.5,0,-14,-1,-1.1
CCCn1nnc(NC(=O)C(C)Oc2ccc(Cl)cc2Cl)n1 (stereo not given),0.5,-27,7,-0.7,-0.1,10,0,3,-2.9
Nc1nnc(SCCN2C(=O)c3ccccc3S2(=O)=O)s1,0.0,-7,-35,-0.3,0.8,3,-5,-1,1.4
O=C(COC(=O)c1cc(S(=O)(=O)N2CCCC2)ccc1O)Nc1ccc(S(=O)(=O)N2CCOCC2)cc1,0.7,-4,-29,1.5,2.3,1,4,-3,0.4
CC(=O)Nc1cc2cc(NS(=O)(=O)c3ccc(C)cc3)ccc2oc1=O,1.1,-5,-20,-1.1,1.9,-2,3,-3,2.0
CC1(C)Cn2c(nc(=O)c3c2NCN(CCc2ccccc2)C3)S1,0.5,9,16,-1.6,-0.8,2,-11,4,0.4
Fc1ccc(C(c2nnnn2C2CCCC2)N(Cc2ccco2)CC2CCCO2)cc1 (stereo not given),-0.7,14&37,-2,-3.6,-1.1,4,-9,2,-1.4
COc1ccc(NS(=O)(=O)c2ccc(NC(=S)NC(=O)c3ccc(Br)cc3)cc2)nn1,-0.1,-87,25,0.5,-0.4,7,-22,5,-0.4
CC1=CN2C(=N)/C(=C/c3ccc(C)o3)C(=O)N=C2S1,0.5,-5,0,1.1,-0.5,5,-5,-1,0.7
O=S(=O)(/N=C(\c1ccccc1)N1CCOCC1)c1ccc(Cl)cc1,-0.2,5,7,-2.5,-0.3,3,-1,-1,-0.9
COc1ccc(CNC(=O)COC(=O)c2c(-c3c(F)cccc3Cl)noc2C)cc1OC,-1.0,-11,10,-0.3,-0.6,5,-1,4,-0.4
CCN1C(=O)CC(N2CCN(c3ccc(OC)cc3)CC2)C1=O (stereo not given),0.7,15,-27,-0.1,-0.1,1,-39,-3,1.6
CCC(C)(C(=O)NC1CCCCC1)N(Cc1ccco1)C(=O)CC1NC(=O)NC1=O (stereo not given),-0.1,19,12,-1.2,0.3,3,-3,-1,1.8
O=[N+]([O-])c1cc2c(c(CSc3nnc4ccccn34)c1)OCOC2,0.8,9,-7,1.8,1.2,3,-19,-4,-1.2
CCCc1nc2oc3c(OCC)ncnc3c2c2c1COC(C)(C)C2,0.9,60,-13,2.4,0.1,6,-10,5,2.1
O=C(NC(=S)Nc1ccccc1N1CCOCC1)c1cccs1,0.7,-6,7,-0.7,0.5,6,-13,-3,4.6
CCc1cc2cc(C(=O)N3CCN(c4ccccc4)CC3)sc2s1,0.4,17,-68,4.1,-1.0,1,-17,0,0.0
Cn1c(CCNC(=O)c2ccco2)nc2cc(NS(=O)(=O)c3ccccc3)ccc21,0.7,-7,11,-0.2,0.8,5,-3,5,1.5
COC(=O)c1ccccc1NC(=O)COC(=O)C1CCCCC1,0.2,-5,17,0.1,1.4,-3,0,0,-2.8
COc1ccc(N(CC(=O)NCCC2=CCCCC2)S(C)(=O)=O)cc1OC,0.9,13,-9,1.1,-1.1,3,-3,-3,-1.5
CCn1c(=NC(=O)C2COc3ccccc3O2)sc2c(C)ccc(OC)c21 (stereo not given),1.0,48,15,1.3,1.6,0,0,-6,2.5
CC(=O)C1=C(NC(=O)c2ccccc2F)C[C@@H]2[C@H]1C2(C)C,0.8,46,2,-0.9,0.9,6,1,-3,1.3
COCCNC(=O)c1ccccc1NS(=O)(=O)c1ccc(C)c([N+](=O)[O-])c1,0.8,8,9,1.4,-0.1,4,-9,3,2.9
O=C(COc1ccc2ccccc2c1Br)NC(=S)Nc1cccc(CO)c1,0.5,7,2,0.7,1.5,6,-4,1,1.0
CC1(C)Cc2c(C#N)c(NCCCO)nc(-c3ccccc3)c2CO1,-0.1,11,-126,0.3,-0.6,2,-16,-1,1.1
CCNC(=O)OCC12CC3CC(CC(C3)C1)C2,0.3,9,-6,-1.6,1.0,8,4,-1,1.2
Cn1c(CCNC(=O)c2ccccc2F)nnc1SCc1nc2ccccc2c(=O)[nH]1,0.6,-1,-54,0.3,-0.1,4,-17,-4,0.8
CCCN(CCC)C(=O)c1c(C)[nH]c(C(=O)OCC)c1C,0.6,2,7,2.1,0.3,0,-8,-2,0.0
CCc1cc2cc3c(cc2nc1SCC(=O)Nc1cc(C)on1)OCO3,-0.4,73*!,-13,-2.4,0.2,6,-14,3,-0.3
CC1(C)Cc2ccccc2C(CSc2ccccc2C(=O)O)=N1,0.5,26,-1,-0.2,0.7,1,-8,-3,-2.7
O=C(N/N=C\c1ccc([N+](=O)[O-])o1)c1cncc(Br)c1,1.2,-24,-3,0.4,1.0,-2,3,-1,1.6
C1CCCCCC(NCCN2CCNCC2)CCCCC1,1.0,-4,-15,-0.2,-0.1,42*,17,80*,1.1
O=C(NCc1ccco1)c1ccc2c(c1)C(=O)N(C1CCCCC1)C2=O,0.7,-25,31,0.2,0.1,-2,-6,4,1.1
Cc1cc(C)n2nc(S(=O)(=O)NC(C)(C)C)nc2n1,0.7,31,-27,1.5,1.6,-1,-3,-3,0.1
CC(C)CCN1CCN(C/C=C/c2ccco2)CC1CCO (stereo not given),0.3,-15,1,-1.0,2.3,1,-2,-4,0.2
Cc1c(NC(=O)CN2CC(C)OC(C)C2)c(=O)n(-c2ccccc2)n1C (stereo not given),-0.2,-19,23,1.3,-0.2,2,-7,4,1.2
Cc1cc(NC(=O)c2n[nH]c(=O)c3ccccc23)ccc1Br,1.2,15,-29,0.5,0.8,2,-4,-2,1.9
CN1C2C=C3C(C#N)=C(N)C(C#N)(C#N)C(c4ccc(Br)cc4)C3C1CC2 (stereo not given),1.3,-25,-5,-0.4,-0.5,8,1,0,0.7
CS(=O)(=O)N(Cc1ccccc1)c1ccc(C(=O)Nc2cccnc2)cc1,0.4,-8,-6,0.1,-0.7,1,-16,1,2.0
O=C(COC(=O)/C=C/c1ccc(F)cc1)Nc1ccc(Cl)cn1,0.8,-18,-21,0.6,1.1,7,13,-2,-0.1
O=C(CSc1ncc(-c2ccccc2)[nH]1)Nc1cccc(O)c1,-0.6,-63&-39,-33,-0.5,0.4,2,-8,-2,-0.8
Cc1cc(C(F)F)n2nc(C(=O)Nc3cc(C)on3)nc2n1,0.5,23,-19,-0.2,-0.1,6,-5,0,0.5
CC(=O)Nc1ccc(Cc2ccncc2)cc1,1.2,12,7,-2.6,1.0,0,-9,-1,1.0
O=C(O)c1cccc(NC(=O)C2CC(=O)N(Cc3ccccc3)C2)c1 (stereo not given),0.5,19,-23,0.5,0.7,7,-28,2,0.8
O=C(COc1ccc(F)cc1)c1ccc2c(c1)CCCC2,0.1,/,/,-1.7,0.3,6,-9,6,-0.8
CC(C(=O)Nc1cccc(Br)c1)c1ccc([N+](=O)[O-])cc1 (stereo not given),1.2,-63,9,0.8,-0.2,1,-3,-2,1.4
Cc1ccc2c(c1)N(C(=O)NC1CCCCC1)C(C)(C)CC2C (stereo not given),0.4,-32,17,-1.1,1.6,-1,2,-4,-0.1
C/C(=N\NC(=O)C1COc2ccccc2O1)c1cc2ccccc2o1 (stereo not given),0.0,-43,24,0.1,-0.3,1,-4,1,0.5

# Whole records as entered above:
# O=C(COC(=O)/C=C/c1ccc(F)cc1)Nc1ccc(Cl)cn1 across the screens: TRPML3 ag = 0.8; EP2 mod = -18; Calpain2 inh = -21; S1P4 ag = 0.6; PERK inhibitor = 1.1; BaF3 tox = 7; S1P4 antagonist = 13; Ba/F3 V617F tox = -2; zfTRPN1 agonist = -0.1
# C/C(=N\NC(=O)C1COc2ccccc2O1)c1cc2ccccc2o1 (stereo not given) across the screens: TRPML3 ag = 0.0; EP2 mod = -43; Calpain2 inh = 24; S1P4 ag = 0.1; PERK inhibitor = -0.3; BaF3 tox = 1; S1P4 antagonist = -4; Ba/F3 V617F tox = 1; zfTRPN1 agonist = 0.5

# (further entries)
SMILES,TRPML3 ag,EP2 mod,Calpain2 inh,S1P4 ag,PERK inhibitor,BaF3 tox,S1P4 antagonist,Ba/F3 V617F tox,zfTRPN1 agonist
CCn1cc(CNCc2c(C(=O)N3CCCCC3)nc3c(C)cccn23)cn1,0.9,17,-11,-1.1,0.4,7,10,4,0.1
CCN(CC)c1ccc(NC(=O)CCS(=O)(=O)c2cccc3nsnc23)c(C)c1,-0.2,-5,-6,-0.5,0.0,8,-22,5,0.3
COCCn1nnnc1SCC(=O)c1ccccc1,0.6,1,-14,0.0,1.0,-2,-3,-5,-0.5
Cc1cc(N2C(=O)CCC2=O)ccc1NC(=O)c1cccs1,0.9,17,-9,-0.5,2.0,4,7,3,-0.8
O=C(c1cnn2c(C(F)(F)F)cc(-c3ccccc3)nc12)N1CCCc2ccccc21,-0.2,-47,-8,1.1,0.8,-1,-15,-4,0.0
